# High-throughput results from PubChem BioAssay.
# MEKK2mut PB1 HTS – signal of MEK5 binding to mutant human MEKK2 PB1 domain | bead flow cytometry, Alexa488-MEK5 binding to MEKK2 mutant | percent response, % at 10 µM | 290,000 tested, 0.35% active | AID 1530; in the data active = percent response above about 24%, passing the limit was not always enough; also: inactives centre near 1; some results filed as inactive read as strong as hits; reference of the scale not given here
# NALP1 yeast inh – blocks the NALP1 inflammasome reconstituted in yeast; S. cerevisiae NALP1/ASC/caspase-1 growth, X-gal OD620, 72 h; inhibition, % at 10 µM; 280,000 tested, 0.61% active; AID 2071; in the data active = inhibition mostly above about 24%, no sharp cut-off; inactive = mostly below about 32%; also: some compounds called inactive have numbers as strong as hits
# PfM18AAP inh – blocks P. falciparum M18 aspartyl aminopeptidase; recombinant PfM18AAP, H-Glu-NHMec fluorogenic cleavage; inhibition, % at 7.35 µM; 290,000 tested, 1.2% active; AID 1822;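 active = inhibition above the campaign mean inhibition over all tested compounds plus 3 SD, cut at about 28% in these data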;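 also: 0% = plate median of test compound wells and 100% = 2 mM ZnCl2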
# MEKK2wt PB1 HTS – raises or lowers MEK5 binding to wildtype human MEKK2 PB1 domain. bead flow cytometry, Alexa488-MEK5 binding to MEKK2 WT; actives lie on both sides. 290,000 tested, 1.1% active. binding response (% of control), % at 10 µM. Q9Y2U5; in the data active = binding response below about 67% or above about 130%
# MEKK3 PB1 HTS – modulators (inhibitors or enhancers) of MEK5 binding to human MEKK3 PB1 domain | Q99759 | bead-based flow cytometry, Alexa488-MEK5 binding to MEKK3; actives lie on both sides; 0 = blocked by unlabeled MEK5, 100 = vehicle | binding response (% of control), % at 10 µM | 290,000 tested, 1.4% active | AID 1529;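 active = binding response more than 3 SD above or below the average of its plate-row segment, actives on both sides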;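 also: Alexa488 bead fluorescence after subtracting the streptavidin-only scavenger bead signal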
# IDE cell activ – activators of human insulin-degrading enzyme in cells | P14735 | 340,000 tested, 0.073% active | activation, % at 5.96 µM | AID 493087 | HEK cells, FAbeta-B cleavage, fluorescence polarization; 0% vehicle, 100% cell-free pure enzyme wells;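 active = activation above the mean of all tested compounds plus 3 SD, set per screening campaign, cut at about 17% in these data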
# Target sequence (P14735 whole entry, looked up): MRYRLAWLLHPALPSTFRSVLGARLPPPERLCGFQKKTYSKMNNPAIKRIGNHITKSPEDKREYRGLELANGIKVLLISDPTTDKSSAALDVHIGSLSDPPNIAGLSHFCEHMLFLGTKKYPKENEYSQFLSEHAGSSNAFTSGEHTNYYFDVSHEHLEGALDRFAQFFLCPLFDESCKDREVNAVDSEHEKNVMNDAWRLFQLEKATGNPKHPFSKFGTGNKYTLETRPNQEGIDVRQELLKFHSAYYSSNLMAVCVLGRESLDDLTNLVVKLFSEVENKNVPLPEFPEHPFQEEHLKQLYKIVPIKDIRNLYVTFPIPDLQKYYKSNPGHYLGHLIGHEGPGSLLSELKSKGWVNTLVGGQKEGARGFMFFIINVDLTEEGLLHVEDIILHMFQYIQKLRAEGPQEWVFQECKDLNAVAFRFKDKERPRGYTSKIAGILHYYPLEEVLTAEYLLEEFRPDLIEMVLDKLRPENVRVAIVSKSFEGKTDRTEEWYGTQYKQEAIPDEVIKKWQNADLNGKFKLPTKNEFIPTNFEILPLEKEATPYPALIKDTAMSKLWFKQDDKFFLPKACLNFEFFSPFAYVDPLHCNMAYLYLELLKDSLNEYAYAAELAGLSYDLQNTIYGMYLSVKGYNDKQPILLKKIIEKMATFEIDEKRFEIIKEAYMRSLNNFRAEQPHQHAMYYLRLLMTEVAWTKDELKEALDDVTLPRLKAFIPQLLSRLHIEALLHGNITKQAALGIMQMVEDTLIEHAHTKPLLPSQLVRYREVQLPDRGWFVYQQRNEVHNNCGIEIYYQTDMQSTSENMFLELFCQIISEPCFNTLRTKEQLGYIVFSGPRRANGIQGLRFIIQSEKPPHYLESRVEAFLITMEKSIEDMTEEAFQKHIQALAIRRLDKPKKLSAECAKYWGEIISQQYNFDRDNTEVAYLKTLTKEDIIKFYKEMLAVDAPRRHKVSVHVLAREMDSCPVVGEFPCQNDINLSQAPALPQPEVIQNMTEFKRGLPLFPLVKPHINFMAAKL
# IDE cell inh – cellular human IDE inhibition | P14735 | HEK cells, FAbetaB cleavage, fluorescence polarization | inhibition, % at 5.59 µM | 320,000 tested, 0.41% active;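 active = percent inhibition above the average of all tested compounds plus 3 SD, set per screening campaign, cut at about 16% in these data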;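 also: IDE supplied by intact live HEK cells; FP after avidin binding of uncleaved biotin substrate so inhibition keeps polarization high; 0% = DMSO wells and 100% = 60 µM reference IDE inhibitor Ii1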
# UBC9 SUMO inh – SUMOylation inhibition; P63279; HTRF SUMOylation assay, SAE1/SAE2 + UBC9, in vitro; inhibition, % at 35 µM; 290,000 tested, 0.36% active; AID 2006; in the data active = inhibition above about 50%, passing the limit was not always enough; also: strong numbers were not always called active
# pCIP destab – compounds decreasing mouse p/CIP protein stability; Q05BA5; F442A p/CIP-EGFP cells, EGFP fluorescence, 16 h; decrease of EGFP signal, % at 10 µM; 290,000 tested, 0.01% active;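 active = EGFP signal decrease of at least 30% at 10 µM or well 3 SD below plate mean, unless failing retest; inactive = the rest, including hits failing retest or dose response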; also: some compounds called inactive have numbers as strong as hits; many of its hits are not listed in these tables
# An asterisk follows results filed as active; . = no result given; [ ] = remark or other dose. The list is partial; the hit share may differ from the screen's.
UBC9 SUMO inh	MEKK3 PB1 HTS	pCIP destab	MEKK2mut PB1 HTS	NALP1 yeast inh	PfM18AAP inh	IDE cell inh	MEKK2wt PB1 HTS	IDE cell activ	Compound
34	103	-19	3	3	-3	-6	108	1	CCOC(=O)c1[nH]c2cc3c(cc2c1NC(=O)CN1CCC2(CC1)OCCO2)OCO3
2	108	-17	6	7	.	6	109	2	O=C1CCN(S(=O)(=O)c2ccccc2)CCN1CCOCc1ccc(C(F)(F)F)cc1
-1	77*[inhibitor]	3	-13	-5	2	3	65*[inhibitor]	4	Cc1ccccc1N1CCN(C2CCCN(C(=O)c3cnsn3)C2)CC1 (stereo unspecified)
-11	99	-6	-6	21	4	1	95	4	Cc1sc2ncnc(SCC(=O)c3cccs3)c2c1C
8	98	-1	-6	-14	-10	-2	93	2	O=C(/C=C/c1ccc(S(=O)(=O)N2CCOCC2)cc1)N1CCN(c2ccccc2)CC1
23	101	-7	-1	5	-12	2	99	-3	CN(C)S(=O)(=O)c1cccc(NC(=O)COC(=O)c2cc(=O)[nH]c(=O)[nH]2)c1
9	101	0	3	10	1	5	101	1	Cc1c([N+](=O)[O-])c([N+](=O)[O-])nn1CC(=O)N1CCOCC1
3	97	4	-1	4	-7	7	100	2	COn1c(-c2ccccc2)nc2c1CCc1nonc1-2
19	100	-2	0	3	2	4	98	2	O=C(O)c1cc(-c2ccccn2)n[nH]1
1	98	-10	4	.	4	-5	103	3	CCCOc1ccc(/C(O)=C2/C(=O)C(=O)N(CCCn3ccnc3)C2c2ccc(C)o2)cc1 (stereo unspecified)
3	102	-11	3	.	-7	2	104	1	CCOC(=O)c1[nH]cnc1C(=O)Nc1cccc(OC)c1
7	94	-6	-8	-6	3	-7	92	1	CC(C)N1CCN(CC#Cc2ccccc2)CC1CCO (stereo unspecified)
20	100	7	3	29	-7	8	100	-2	Cc1ccc(NC(=O)CCc2c(C)nn(-c3ccc(N4CCCCC4)nn3)c2C)cc1F
-11	97	-4	-2	8	4	1	100	2	Cc1ccnc(NC(=O)C2CCN(S(=O)(=O)c3ccc4c(c3)CC(C)N4C(=O)C3CCC3)CC2)c1 (stereo unspecified)
21	110	-5	8	8	1	4	101	-9	O=C(NCc1ccco1)c1sc2cc(Cl)ccc2c1Cl
14	100	-9	-1	3	-20	-1	93	2	Cc1ccc(NS(=O)(=O)c2ccc3c(c2)CCC(=O)N3)cc1C
-1	88	9	-4	0	-2	5	91	3	CCCc1cc(=O)[nH]c(SCc2cc(=O)oc3cc(C)c(C(C)C)cc23)n1
3	84	-7	-7	35	-11	.	92	.	CCn1cc(C(=O)NC2CCc3ccccc32)c(=O)c2ccc(C)nc21 (stereo unspecified)
13	98	-2	-1	34	30*	0	95	4	CCC(CC)c1nnc(NC(=O)c2cc(C(=O)OC)cc([N+](=O)[O-])c2)s1
.	105	.	0	.	.	-5	105	-6	CCCCNC(=O)c1c(CSc2ccc(Cl)cc2)noc1C(=O)NCc1ccccc1
-17	122	9	0	19	5	6	106	-1	COc1ccc(CNC2CCCc3ccccc32)cc1OC (stereo unspecified)
16	109	-4	2	22	16	3	102	-2	COc1cc(C2NC(=S)NC(O)(C(F)(F)F)C2C(=O)c2cccs2)cc(OC)c1O (stereo unspecified)
14	105	1	2	-7	1	2	106	3	CCCN1C(=O)c2cc(C(=O)NC3CCCC3)ccc2C1O (stereo unspecified)
-10	95	-11	1	27	2	-2	98	0	Cn1c(N)c(C(=O)CCl)c(=O)n(Cc2ccccc2)c1=O
31	104	-5	5	24	1	1	107	-3	CC[n+]1c(S(=O)(=O)[O-])ccc2ccc(C)cc21
21	96	1	-20	8	-11	21*	86	-24	COC(=O)c1cc(NC(=O)CSc2nnc(CN3CCOCC3)n2C)ccc1Cl
36	96	-8	-2	16	-2	-1	96	5	CCCC(=O)Nc1c2c(nc3ccccc13)N(c1ccccc1)CC2
2	98	12	-1	-3	1	1	97	5	Cc1ccc(NC(=O)NCC(c2cccnc2)N2CCOCC2)cc1 (stereo unspecified)
2	105	-6	2	-15	-3	-1	106	2	COCCN1C(=O)c2ccccc2C(C(=O)NCc2ccco2)C1c1c[nH]c2ccccc12 (stereo unspecified)
24	98	2	-1	22	-6	1	98	5	O=C(O)c1ccc2cc[nH]c2c1
-10	98	-6	0	4	4	-3	94	6	COc1ccc(-n2c3c(c(=O)[nH]c2=O)C(NC(=O)c2ccncc2)(C(F)(F)F)C(=O)N3)cc1 (stereo unspecified)
2	104	0	-5	-12	2	-1	96	4	COc1ccc(CNC(=O)C2Cc3ccccc3CN2C(=O)c2ccco2)cc1 (stereo unspecified)
14	101	-9	0	8	-6	-4	105	6	COC(=O)c1cc(C(=O)N2CCN(C(=O)c3ccco3)CC2)cc([N+](=O)[O-])c1
-3	100	-14	-2	-7	2	-1	95	7	CC(=O)c1sccc1NC(=O)c1ccccc1C(=O)O
1	101	-5	-2	3	-4	4	101	2	COc1ccc(CNC(=O)c2cc(=O)c3ccc(C)c(C)c3o2)cc1
-32	98	-2	-2	12	8	6	98	3	Cc1ccccc1OCC(O)Cn1c(Br)nc2c1c(=O)n(C)c(=O)n2C (stereo unspecified)
-12	102	-14	1	-4	0	2	101	-4	O=C1N(Cc2cccnc2)C[C@@H]2C[C@@H](c3ccc(C(F)(F)F)cc3)N3CCC[C@@]123
0	107	-3	0	6	1	5	104	3	CCC(=O)N1CCN(c2nc3ccccc3s2)CC1
1	104	6	6	-18	-4	6	105	2	CCOC(=O)c1cc(-c2ccccc2)sc1NC(=O)C(C)N1C(=O)NC(C)(c2ccc(Cl)cc2)C1=O (stereo unspecified)
-21	95	9	3	6	-1	2	106	7	CCCN1C(=O)SC(CC(=O)Nc2ccccc2C)C1=O (stereo unspecified)

# Rewritten with two lines to a compound: 16 of the compounds above.
# Values run as follows: UBC9 SUMO inh	MEKK3 PB1 HTS	pCIP destab	MEKK2mut PB1 HTS	NALP1 yeast inh	PfM18AAP inh	IDE cell inh	MEKK2wt PB1 HTS	IDE cell activ
> COc1ccc(CNC2CCCc3ccccc32)cc1OC (stereo unspecified)
 : -17	122	9	0	19	5	6	106	-1
> COc1cc(C2NC(=S)NC(O)(C(F)(F)F)C2C(=O)c2cccs2)cc(OC)c1O (stereo unspecified)
 : 16	109	-4	2	22	16	3	102	-2
> CCCN1C(=O)c2cc(C(=O)NC3CCCC3)ccc2C1O (stereo unspecified)
 : 14	105	1	2	-7	1	2	106	3
> Cn1c(N)c(C(=O)CCl)c(=O)n(Cc2ccccc2)c1=O
 : -10	95	-11	1	27	2	-2	98	0
> CC[n+]1c(S(=O)(=O)[O-])ccc2ccc(C)cc21
 : 31	104	-5	5	24	1	1	107	-3
> COC(=O)c1cc(NC(=O)CSc2nnc(CN3CCOCC3)n2C)ccc1Cl
 : 21	96	1	-20	8	-11	21*	86	-24
> CCCC(=O)Nc1c2c(nc3ccccc13)N(c1ccccc1)CC2
 : 36	96	-8	-2	16	-2	-1	96	5
> Cc1ccc(NC(=O)NCC(c2cccnc2)N2CCOCC2)cc1 (stereo unspecified)
 : 2	98	12	-1	-3	1	1	97	5
> COCCN1C(=O)c2ccccc2C(C(=O)NCc2ccco2)C1c1c[nH]c2ccccc12 (stereo unspecified)
 : 2	105	-6	2	-15	-3	-1	106	2
> O=C(O)c1ccc2cc[nH]c2c1
 : 24	98	2	-1	22	-6	1	98	5
> COc1ccc(-n2c3c(c(=O)[nH]c2=O)C(NC(=O)c2ccncc2)(C(F)(F)F)C(=O)N3)cc1 (stereo unspecified)
 : -10	98	-6	0	4	4	-3	94	6
> COc1ccc(CNC(=O)C2Cc3ccccc3CN2C(=O)c2ccco2)cc1 (stereo unspecified)
 : 2	104	0	-5	-12	2	-1	96	4
> COC(=O)c1cc(C(=O)N2CCN(C(=O)c3ccco3)CC2)cc([N+](=O)[O-])c1
 : 14	101	-9	0	8	-6	-4	105	6
> CC(=O)c1sccc1NC(=O)c1ccccc1C(=O)O
 : -3	100	-14	-2	-7	2	-1	95	7
> COc1ccc(CNC(=O)c2cc(=O)c3ccc(C)c(C)c3o2)cc1
 : 1	101	-5	-2	3	-4	4	101	2
> Cc1ccccc1OCC(O)Cn1c(Br)nc2c1c(=O)n(C)c(=O)n2C (stereo unspecified)
 : -32	98	-2	-2	12	8	6	98	3

# (listing goes on)
UBC9 SUMO inh	MEKK3 PB1 HTS	pCIP destab	MEKK2mut PB1 HTS	NALP1 yeast inh	PfM18AAP inh	IDE cell inh	MEKK2wt PB1 HTS	IDE cell activ	Compound
-6	103	-1	4	11	-7	4	100	-1	C=C(C)COc1ccc(-c2ncncc2-c2ccccc2)c(O)c1
-2	106	-6	1	8	-4	-1	104	2	Cc1cc(NC(=O)COC(=O)CCS(=O)(=O)c2ccc(Cl)cc2)no1
8	100	-8	-4	-34	-17	2	98	9	O=C(O)c1cccc(C(=O)c2cccc(C(=O)O)c2)c1
12	.	-2	.	14	-13	-4	.	-3	O=C(NCCc1ccccc1)c1noc2c1CCCCC2
27	132*	-13	31	.	-8	-3	114	-1	COc1ccc(CCNC(=O)c2cc3c(=O)n(C)c4ccccc4c3n2C)cc1OC
9	104	-2	6	5	5	-5	107	3	COCCn1c(-c2ccccc2)nc2oc3ccccc3c(=O)c2c1=O
0	99	2	-5	11	0	-4	99	-1	Cc1cc(NC(=O)CSc2nc(N)c(NC(=O)c3ccccc3)c(=O)[nH]2)no1
3	99	-6	3	0	0	3	104	5	CN(C)S(=O)(=O)c1ccc(C(=O)NCCS(=O)(=O)N2CCN(c3ccc(F)cc3)CC2)cc1
1	96	-6	0	47*	8	1	93	0	O=C(NC(=S)Nc1cccnc1)c1cc2ccccc2o1
4	102	17	0	15	0	4	99	2	CC(=O)Nc1ccc(NC(=O)c2c(-c3ccccc3Cl)noc2C)c(C)c1
24	94	-4	1	1	-7	6	102	1	O=C(CSc1nnc2c(n1)[nH]c1ccccc12)OCc1ccccc1
36	92	-7	-6	16	-4	0	92	-3	c1ccc(Cn2nnc3c(Nc4ccc5c(c4)OCO5)nc(C4CC4)nc32)cc1
18	96	-12	1	26	-8	-1	99	3	N#Cc1ccccc1N=C1CCCN1Cc1ccccc1
8	103	-2	7	10	5	3	102	-6	COc1cccc(C2NC(=O)NC(C)=C2C(=O)OCC2CCCCC2)c1 (stereo unspecified)
-2	102	-9	4	20	1	-5	102	3	COC(=O)c1cc(OC)c(OC)cc1NC(=O)c1c(-c2ccccc2)noc1C
1	98	-5	3	.	-3	5	101	4	COC(=O)Cc1ccc(NC(=S)NCCO)cc1
15	94	0	-1	8	-1	-2	96	4	CCOc1cccc(-c2nnc(SCC(=O)NC3CC3)n2C)c1
22	82	0	-11	35	4	5	86	7	CCCc1cc(=O)n2[nH]c(-c3ccc(C)cc3)cc2n1
-9	99	-3	2	45	-4	-3	105	5	Oc1ccc2ccccc2c1CN1CCN(c2ccccc2)CC1
15	107	4	3	10	3	-6	104	3	Fc1ccc(-c2ccc(/C=N/n3cnnc3)o2)cc1
16	98	3	-1	27	-3	0	91	4	COc1ccc(Cn2c(-c3ccc(C)cc3)nc3c(c(=O)c4ccccc4n3C)c2=O)cc1
24	104	-6	-2	22	-12	3	99	4	CC(C)c1ccc(/C=N/NC(=O)c2c(Cl)cnn2C)cc1
